S1P2 agonist = agonists of human S1P2 receptor; S1P2-expressing cell line, agonist reporter read-out; O95136; activation, % at 4.5 µM; 97,000 compounds, 0.46% hits; in the data active = activation above about 16%;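 note: 0% = vehicle low control and 100% = maximal reference agonist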
Target sequence (O95136 whole entry, looked up): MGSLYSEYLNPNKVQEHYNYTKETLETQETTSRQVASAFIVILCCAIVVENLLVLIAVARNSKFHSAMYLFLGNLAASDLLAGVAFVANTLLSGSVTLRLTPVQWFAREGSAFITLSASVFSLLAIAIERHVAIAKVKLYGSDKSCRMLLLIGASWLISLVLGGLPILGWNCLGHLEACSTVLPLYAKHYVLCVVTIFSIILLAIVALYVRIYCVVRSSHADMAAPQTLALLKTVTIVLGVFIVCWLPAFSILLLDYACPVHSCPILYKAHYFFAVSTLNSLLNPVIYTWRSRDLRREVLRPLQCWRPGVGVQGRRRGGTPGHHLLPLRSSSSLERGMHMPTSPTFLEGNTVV
CYP2C19 inhib = blocks human cytochrome P450 2C19; inhibition, % at 5 µM; CYP2C19 Supersomes, luciferin-H EGE luminescence, 30 min; 96,000 compounds, 21% hits; AID 778; P33261;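 active = CYP2C19 inhibition above a set limit at 5 µM in the primary screen, cut at about 50% in these data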;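 note: plate controls were negative control wells for no effect and 2.5 mM tranylcypromine positive control for full effect; values of inactives mirror those of a sister screen read the other way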
PostGolgi ctrl = growth of the yeast control strain, post-Golgi counter-screen. 98,000 compounds, 5% hits. inhibition, % at 10 µM. efflux-deficient yeast background strain, growth absorbance A615, 16 h. AID 738
S1P2 antag = blocks the human S1P2 receptor | inhibition, % at 5 µM | 97,000 compounds, 0.21% hits | cell-based S1P2 antagonist assay, inhibition at 5 uM | O95136 | AID 736; in the data active = inhibition above about 45%;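 note: CRE beta-lactamase reporter cells expressing human S1P2 stimulated with S1P; 0% = agonist at EC80 alone and 100% = agonist plus reference antagonist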
CYP2C19 activ = cytochrome P450 2C19 (human) activation; P33261; recombinant CYP2C19, luciferin-H EGE luminescence; stronger effect = higher value; 0 = fully inhibited enzyme, 1 = untreated enzyme; activation factor at 5 µM; 96,000 tested, under 10 active;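 active = activation factor of at least 2 at 5 µM in the primary screen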;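 note: 0 = wells with 2.5 mM tranylcypromine and 1 = vehicle-only wells; values of inactives mirror those of a sister screen read the other way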
sEH act = soluble epoxide hydrolase (human) activation; P34913; purified human sEH enzymatic activity, activator screen; activation, % at 2 µM; 91,000 compounds, 0.04% hits; AID 717; in the data active = activation above about 37%; note: values of inactives mirror those of a sister screen read the other way
Target sequence (P34913 whole entry, looked up): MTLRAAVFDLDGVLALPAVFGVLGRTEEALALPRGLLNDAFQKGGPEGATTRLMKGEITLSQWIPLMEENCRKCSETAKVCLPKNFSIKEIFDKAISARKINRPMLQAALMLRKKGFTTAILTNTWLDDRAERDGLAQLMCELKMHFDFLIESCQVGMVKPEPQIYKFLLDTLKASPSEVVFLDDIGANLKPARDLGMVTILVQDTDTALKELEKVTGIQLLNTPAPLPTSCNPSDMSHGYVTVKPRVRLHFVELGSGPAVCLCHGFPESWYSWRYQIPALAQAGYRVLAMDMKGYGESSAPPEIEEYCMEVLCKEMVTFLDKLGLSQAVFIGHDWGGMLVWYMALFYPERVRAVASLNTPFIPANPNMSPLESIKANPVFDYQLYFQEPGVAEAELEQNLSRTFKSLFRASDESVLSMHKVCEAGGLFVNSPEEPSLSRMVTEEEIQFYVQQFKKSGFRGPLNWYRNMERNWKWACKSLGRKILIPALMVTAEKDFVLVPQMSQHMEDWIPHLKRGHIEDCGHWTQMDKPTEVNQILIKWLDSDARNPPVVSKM
sEH inh = soluble epoxide hydrolase (human) inhibition. 91,000 compounds, 0.34% hits. AID 707. inhibition, % at 2 µM. P34913. recombinant human sEH enzymatic activity assay; in the data active = inhibition above about 80%; note: values of inactives mirror those of a sister screen read the other way; many of its hits are not listed in these tables
PostGolgi yeast = growth inhibition of a yeast mutant, post-Golgi transport screen | inhibition, % at 10 µM | 98,000 compounds, 0.9% hits | post-Golgi transport phenotypic cell assay;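 note: yeast cells grown in 1536-well plates; yeast grown about 18 h at 30C before absorbance read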
DAT uptake mod = modulates human dopamine transporter uptake under cocaine; 110,000 compounds, 1.3% hits; B-score at 10 µM; Q01959; LLC-PK1 hDAT cells, [14C]-dopamine uptake with cocaine IC80; actives deviate in either direction;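 active = Z score or B-score, a plate-position-corrected score, falls beyond the plate's 99.7% confidence bounds, in either direction; inactive = both scores lie inside the 99.7% bounds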;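 note: scored against the spread of the other compound wells on the same plate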
Starred values were filed as active, the others as inactive; nt = no result given. Cut-off read from the data, not from the text of the source, unless noted: active = inhibition above about 30%; inactive = the rest.

mol,S1P2 agonist,CYP2C19 activ,DAT uptake mod,PostGolgi yeast,sEH inh,CYP2C19 inhib,PostGolgi ctrl,S1P2 antag,sEH act
Cc1c2c(nc3nc4ccccc4n13)CC(C)(C)CC2=O,-5,0.7,0.48,-1,-4,30,7,-10,2
CCOc1ccc(/C=N/n2cnnc2)cc1,-4,0.2,-0.073,-19,3,82*,2,0,0
Cc1c(-c2ccccc2)[n+](=O)c(-c2ccco2)c(C)n1[O-],-6,0.1,-0.12,-5,-4,87*,6,-17,2
CCC(=O)N1CCc2cc(S(=O)(=O)CCC(=O)Nc3cccc(F)c3)ccc21,-2,0.9,0.52,1,6,7,14,21,-8
O=C(Nc1nc(-c2ccc(S(=O)(=O)N3CCCC3)cc2)cs1)C1COc2ccccc2O1 (centres undefined),-5,0.4,-0.0025,0,7,62*,4,16,-6
CN(C)c1nc(-c2ccccc2)nc(-c2ccc(Cl)cc2)c1C#N,-4,1,-0.58,-3,4,0,12,-21,-3
CC1(C)C(c2cccs2)=[N+]([O-])C2(CCCCC/C2=N\O)N1O (centres undefined),-4,0.6,-0.94,4,-2,44,12,-5,5
CCOC(=O)c1c(C)[nH]c(NC(=O)Nc2c(C)n(C)n(-c3ccccc3)c2=O)c1C,-10,1,-1,-3,-4,-3,-8,5,2
O=C(Nc1ccc(Br)cc1)c1cccnc1N1CCCCC1,-2,0.6,0.81,-3,12,37,32*,-21,-12
CC1=CC(C)=Nc2ccccc2N1,-6,0.9,-0.15,0,-13,14,5,-10,7

mol,S1P2 agonist,CYP2C19 activ,DAT uptake mod,PostGolgi yeast,sEH inh,CYP2C19 inhib,PostGolgi ctrl,S1P2 antag,sEH act
COc1cccc(CNC(=O)Nc2cccs2)c1,-3,0.1,-0.64,6,26,86*,21,3,-23
O=S(=O)(Nc1ccncc1)c1ccccc1,1,1,-0.89,19,5,0,4,-27,-5
Cc1csc(NC(=O)CSc2nnc(Cc3cccn3C)n2-c2ccc(F)cc2)n1,-8,0.8,-0.19,-2,4,22,30,15,-5
CC1=C(C)C(=O)NC(Nc2nc(C)c3cc(C)cc(C)c3n2)N1 (centres undefined),11,nt,nt,nt,1,nt,nt,-21,2
CCCC1C(c2ccccc2)C(C#N)(C#N)C2(C#N)CC1(N)NC2=O (centres undefined),-5,0.9,-0.69,12,-11,5,14,14,8
CS(=O)(=O)N(CCc1ccccc1)CC(=O)NCc1ccco1,-3,0.3,-0.39,-8,-7,66*,21,17,7
O=C(Nc1cc2ccccc2oc1=O)C1CCCCC1,-8,1,0.15,-1,11,0,-6,-18,-8
O=[N+]([O-])c1ccccc1/C=N/N1CCN(c2ccc(Cl)cc2)CC1,-6,0.6,-0.095,-4,17,36,10,-22,-14
Cc1cc(C)n(CC(=O)N2c3ccccc3Sc3ccccc32)n1,-6,0.3,-0.091,-7,3,67*,-2,4,0
COc1ccc(S(=O)(=O)Nc2cc(C)c(O)cc2C(C)C)cc1,-2,0,2.6,0,0,99*,18,-13,3

mol,S1P2 agonist,CYP2C19 activ,DAT uptake mod,PostGolgi yeast,sEH inh,CYP2C19 inhib,PostGolgi ctrl,S1P2 antag,sEH act
CCOC(=O)CSc1cn2c(n1)CCC2,-9,nt,0.38,1,8,nt,10,1,-8
COC(=O)c1cc(NS(=O)(=O)c2ccc(OC)c(OC)c2)ccc1Cl,-3,0,0.55,-11,-9,100*,-3,-5,11
Cc1cccc(-c2nc(CSCC(=O)NCc3cccs3)c(C)o2)c1,-7,0.7,0.97,-7,8,31,14,1,-6
O=C(CCNS(=O)(=O)c1cccs1)Nc1ccccc1F,-7,nt,0.42,nt,2,nt,nt,16,1
O=C(NCCc1ccccc1)C1CCCN1C(=O)Nc1ccc(F)cc1 (centres undefined),nt,0.8,-0.42,3,nt,20,4,nt,nt
CC1(C)Cc2c(c(-c3ccccc3)nc3[nH][nH]c(=O)c23)CO1,nt,0.4,0.26,4,nt,57*,17,nt,nt
CN(C)Cc1ccccc1C1(O)c2ccccc2CSc2ccccc21 (centres undefined),-1,0.3,-0.5,-4,6,68*,2,-25,-4
O=C(NCCc1ccccc1)c1cc2sccc2n1Cc1ccccc1,-5,0.8,-0.062,-6,12,16,5,-2,-9
CC(=O)c1ccc(NC(=O)C2CCCNC2=O)cc1 (centres undefined),nt,1,-1.1,10,nt,4,11,nt,nt
Cc1cccc(-c2nnc3sc(-c4ccccc4)nn23)c1,-8,0.7,0.37,-5,-9,29,23,8,7

mol,S1P2 agonist,CYP2C19 activ,DAT uptake mod,PostGolgi yeast,sEH inh,CYP2C19 inhib,PostGolgi ctrl,S1P2 antag,sEH act
O=C(CSc1nnc(CNC(=O)c2ccccc2F)o1)Nc1ccc2c(c1)OCCO2,-3,0.9,0.13,1,-15,8,1,-11,18
O=C(CN1C(=O)c2ccccc2S1(=O)=O)NCc1ccc2c(c1)OCO2,-8,nt,-0.84,nt,17,nt,nt,9,-12
Cn1c(=O)c2c(nc(N3CCCC3)n2CC(O)CO)n(C)c1=O (centres undefined),-12,1.2,-1,-9,-7,-16,-6,-8,6
C=CCn1c(=O)c2c3c(sc2n2c(Nc4ccc(OC)cc4)nnc12)CCCC3,-5,0.8,-0.39,5,6,21,33*,-17,-8
Cn1nnc(NC(=O)c2ccccc2F)n1,1,1,-1,9,5,2,-4,5,-5
O=C(NCc1ccco1)c1sc2ccccc2c1Cl,-5,nt,-0.23,nt,16,nt,nt,-1,-12
Cc1cccc(NS(=O)(=O)Cc2ccccc2)n1,-4,nt,0.54,nt,-11,nt,nt,13,11
Cc1ccccc1OCC(=O)N/N=C/c1ccco1,-7,0.6,-0.67,-21,-4,40,-2,10,8
FC(F)(F)c1cccc(NC(=S)Nc2cccc(Cl)c2)c1,-4,0.3,-0.48,8,21,75*,35*,-1,-20
O=C(Nc1cccnc1)c1ccc(Cl)c(S(=O)(=O)N2CCCCCC2)c1,-10,0.1,0.67,-2,7,88*,4,11,-7

mol,S1P2 agonist,CYP2C19 activ,DAT uptake mod,PostGolgi yeast,sEH inh,CYP2C19 inhib,PostGolgi ctrl,S1P2 antag,sEH act
COc1ccc(NS(=O)(=O)c2cc(C)ccc2NC(=O)c2cc(C)oc2C)cc1,-2,0.3,0.0052,13,12,71*,0,-15,-14
Cc1cc(Nc2cccc(C(F)(F)F)c2)n2nc(C)nc2n1,nt,0.9,-0.95,-2,nt,7,16,nt,nt
CCOc1cc(/C=N/N=C(\N)c2nonc2N)cc(Br)c1OCc1cccc2ccccc12,-5,1,0.37,17,-4,3,-2,-23,0
CCc1ccc(CN2CCN(S(=O)(=O)Cc3ccccc3)CC2)cc1,0,0.8,0.13,9,-2,18,-6,-18,3
Cn1c(SCC(=O)N2CCCc3ccccc32)nnc1-c1ccco1,-4,1.1,nt,6,6,-6,4,-8,-6
Cc1nn(-c2ccccc2)c2sc(C(=O)N3CCOCC3)cc12,12,nt,-0.17,1,11,nt,8,-31,-11
O=C(COC(=O)c1ccccc1)c1ccc(Br)cc1,-5,0.4,0.035,-14,5,56*,12,-12,-2
CC1CCCCN1C(=O)Cc1ccc(F)cc1 (centres undefined),1,0.3,-8*,-5,2,75*,19,-10,1
CCCCOc1ccccc1C1NC(=O)NC(C)=C1C(=O)OCCOCC (centres undefined),-11,0.3,0.34,-4,-8,70*,8,-8,5
Cn1c(=O)oc2cc(S(=O)(=O)NCCN3CCN(c4ccccc4F)CC3)ccc21,-5,1,-0.19,6,-2,1,13,-11,4

mol,S1P2 agonist,CYP2C19 activ,DAT uptake mod,PostGolgi yeast,sEH inh,CYP2C19 inhib,PostGolgi ctrl,S1P2 antag,sEH act
CC(=O)c1cnc2c(-c3ccccc3)cnn2c1C,0,0.8,1.1,3,5,25,-2,-21,-5
COc1ccc(CCNC(=O)C2CCN(S(=O)(=O)N3CCCCC3)CC2)cc1OC,-6,1,nt,3,nt,1,3,-7,nt
CCOc1ccc(NC(=O)CSC(N)=O)cc1,nt,0.8,-1,-8,nt,17,-10,nt,nt
COc1ccccc1C(=O)O/N=C(\N)c1ccc(Cl)cc1,0,1,1.1,-10,-8,0,5,-2,10
Cc1ccc(-c2nc(Nc3ccccc3)n[nH]2)cc1,-6,0.3,-3*,-5,-5,69*,16,-11,4
COc1ccc(N2C(=O)CC(N3CCN(c4ccc(S(C)(=O)=O)cc4)CC3)C2=O)cc1 (centres undefined),-2,1,-0.1,4,-6,-4,1,-29,8
O=C(CSc1nc2ccccc2o1)Nc1nc2ccccc2s1,-4,0.9,-1.6,-4,9,10,-6,16,-8
COc1cc(OC)c(Nc2cc(C)nc3nc(C)nn23)cc1Cl,nt,1.2,1.4,-5,nt,-16,4,nt,nt
COc1ccccc1C(=O)N1C(CC(=O)Nc2cc(Cl)ccc2C)C(=O)NC2CCCCC21 (centres undefined),-4,0.7,1,2,3,34,6,2,-4
CCc1nnc(NC(=O)CSc2nnc(CNc3cccc(Cl)c3)n2CC)s1,-6,0.9,-0.37,18,-14,12,-5,0,11

mol,S1P2 agonist,CYP2C19 activ,DAT uptake mod,PostGolgi yeast,sEH inh,CYP2C19 inhib,PostGolgi ctrl,S1P2 antag,sEH act
CN1C(=O)C(O)(C2COC(C)(C)CC2=O)c2ccccc21 (centres undefined),-8,1.1,0.63,-4,-8,-14,7,-5,6
COCCn1c(SCC(=O)NC(=O)NCc2ccccc2)nc2ccccc21,-4,0.5,2.3,-2,6,50,8,4,-7
CSc1nnc(-c2ccccc2)n1C,3,nt,0.045,8,-4,nt,31*,-4,4
COC(=O)c1ccc(-c2nc3cc(Cl)c(N)cc3s2)cc1,13,0.4,-0.66,0,-4,60*,9,19,4
Cc1c(C(=O)N(C)C)sc(NC(=O)c2cccc([N+](=O)[O-])c2)c1C#N,-6,1.2,-1.4,1,4,-23,4,6,-2
O=[N+]([O-])c1cccc(Cl)c1NCCNc1ncc(C(F)(F)F)cc1Cl,-3,1.1,-0.18,1,-7,-7,-1,13,6
CC1CCCCC1NC(=O)C1CCN(S(=O)(=O)N2CCCCCC2)CC1 (centres undefined),-10,1,-0.023,2,63,3,7,14,-63
Cc1c(C)n(CC(O)CN2CCCCC2)c2ccccc12 (centres undefined),-5,0.9,-0.93,8,-6,8,24,33,7
COc1ccc(CCNC(=O)COC(=O)c2ccco2)cc1OC,-5,1,-0.75,5,-3,-1,2,-33,5
O=C(O)CCC(=O)Nc1ccc(S(=O)(=O)N2CCCC2)cc1,nt,0.5,-0.016,10,nt,50*,4,nt,nt
COC(=O)c1cc(C#N)c(Oc2ccc(OC)cc2)nc1C,5,0.7,-0.28,-8,-7,26,-2,-25,8
